NPR1 activator – GC-A (human) enzyme activation; P16066; HEK293 GC-A cells, cGMP TR-FRET, EC30 ANP; 0% at EC30 ANP, 100% saturating ANP; activation, % at 10 µM; actives 0.14% (n = 370,000); AID 1671463; in the data active = activation above about 40%
ASAP1 GAP inh – inhibitors of human ASAP1 ArfGAP activity | Q9ULH1 | ASAP1-stimulated ARF1 GTP hydrolysis, GDP FP detection | inhibition, % at 16.5 µM | actives 0.19% (n = 360,000); in the data active = inhibition above about 25%;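 also: 0% = vehicle with enzyme and substrate and 100% = no enzyme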
Tn6 DDE FP – disrupts Tn6 cyclic peptide binding to fibrin D-Dimer-E complex. P02675. Fibrin DD(E) TRITC-Tn6 fluorescence polarization displacement. inhibition, % at 8.3 µM. actives 0.21% (n = 370,000);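 active = inhibition above a per-campaign cutoff: mean of compounds within control limits plus 3 SD, cut at about 15% in these data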;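 also: 0% = median of all compound wells on the plate and 100% = blocking peptide control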
GAA850 FXN act – frataxin GAA850 promoter activation. HEK293 lucGAA850 FXN promoter luciferase reporter, 24 h; percent of 10 µM SAHA response. AID 540364. actives 0.56% (n = 360,000). activation, % at 6 µM;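 active = activation above the average of all compounds screened plus 3 SD, cutoff fixed separately per campaign, cut at about 7.5% in these data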;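 also: 0% = DMSO wells and 100% = 10 µM SAHA wells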
ADAM10 inh – inhibits human ADAM10. O14672. recombinant ADAM10, EDANS/DABCYL FRET peptide cleavage, 3 h. inhibition, % at 7 µM. actives 0.62% (n = 370,000). AID 720582;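 active = inhibition above a per-campaign cutoff equal to the mean of compounds falling between control-based bounds plus 3 SD, cut at about 20% in these data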;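 also: 0% = DMSO wells while the 100% control is not disclosed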
sPLA2-III inh – Blocks human group III sPLA2 activity | Q9NZ20 | QFRET BODIPY PC-A2 liposome hydrolysis, fluorescence | inhibition, % at 12.2 µM | actives 0.56% (n = 370,000) | AID 743126;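 active = inhibition above mean plus 3 SD of compounds lying within the high and low control bounds, cut at about 19% in these data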;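 also: 0% = median of test compound wells and 100% = no enzyme DMSO wells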
Target sequence (Q9NZ20 whole entry, looked up): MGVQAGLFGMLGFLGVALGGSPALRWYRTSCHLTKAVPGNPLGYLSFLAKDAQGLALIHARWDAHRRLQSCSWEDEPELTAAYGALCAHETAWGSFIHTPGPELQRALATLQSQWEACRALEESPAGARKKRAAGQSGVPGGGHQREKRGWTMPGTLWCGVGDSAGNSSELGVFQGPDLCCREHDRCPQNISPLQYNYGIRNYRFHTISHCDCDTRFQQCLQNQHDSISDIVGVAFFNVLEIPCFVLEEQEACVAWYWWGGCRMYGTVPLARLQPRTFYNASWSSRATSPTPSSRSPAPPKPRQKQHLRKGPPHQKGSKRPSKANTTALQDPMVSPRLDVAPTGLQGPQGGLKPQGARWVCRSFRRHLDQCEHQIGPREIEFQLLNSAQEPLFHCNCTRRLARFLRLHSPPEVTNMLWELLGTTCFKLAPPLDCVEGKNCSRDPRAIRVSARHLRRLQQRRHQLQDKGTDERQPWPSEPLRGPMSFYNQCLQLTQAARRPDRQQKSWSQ
GC-B act – GC-B (human) receptor activation. P20594. HEK293-GC-B cells, CNP EC30, cGMP TR-FRET; 0% at EC30 CNP, 100% saturating CNP. activation, % at 10 µM. actives 0.11% (n = 370,000);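 active = activation at 10 µM reaching about 35% in either raw or pattern-adjusted values, limit read from the data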
rCAG binder – r(CAG) repeat RNA binding; TO-PRO-1 dye displacement fluorescence; inhibition, % at 3 µM; actives 1.3% (n = 370,000); AID 651821;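 active = inhibition above the plate cutoff, the mean of all test compounds on that plate plus 3 SD, cut at about 35% in these data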;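 also: 0% = DMSO alone and 100% = 100 µM mitoxantrone as full dye displacement; higher means more dye released from RNA so lower well fluorescence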
ARFGAP1 inh – inhibitors of rat ARFGAP1; actives 0.26% (n = 360,000); inhibition, % at 16.5 µM; AID 651572; Arfgap1-stimulated ARF1 GTP hydrolysis, GDP FP detection; Q62848;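 active = inhibition above a per-plate limit, mean inhibition of low control wells plus 3 SD, cut at about 25% in these data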;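 also: 0% = DMSO wells with enzyme and 100% = wells lacking Arfgap1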
Target sequence (Q62848 1-136 limits assumed): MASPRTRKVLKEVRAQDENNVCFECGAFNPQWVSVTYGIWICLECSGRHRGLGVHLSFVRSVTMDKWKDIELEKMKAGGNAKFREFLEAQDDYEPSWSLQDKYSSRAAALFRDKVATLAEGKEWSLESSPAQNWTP
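Material – truncated rat Arfgap1 GAP domain · Buffer or medium – HEPES-based buffer, pH 7.5 · Reagent – human ARF1(Δ1-17)-GTP substrate · Dosing – 16.5 µM single point, 1.26% DMSO · Schedule – GTP hydrolysis reaction 2 h at 25 °C · Technique – GDP detection by fluorescence polarization · Benchmarks – No-Arfgap1 wells (100%) versus DMSO full-reaction wells (0%) · Repeats – single replicate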
proKLK7 act – activators of human kallikrein-7 zymogen; P49862; purified proKLK7, EDANS-DABCYL substrate fluorescence; 100% is mature enzyme control, 0% vehicle; activation, % at 7 µM; actives 0.9% (n = 370,000);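 active = activation above the mean of all tested compounds plus 3 SD, computed per campaign excluding outliers beyond control limits, cut at about 13% in these data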
Target sequence (P49862 whole entry, looked up): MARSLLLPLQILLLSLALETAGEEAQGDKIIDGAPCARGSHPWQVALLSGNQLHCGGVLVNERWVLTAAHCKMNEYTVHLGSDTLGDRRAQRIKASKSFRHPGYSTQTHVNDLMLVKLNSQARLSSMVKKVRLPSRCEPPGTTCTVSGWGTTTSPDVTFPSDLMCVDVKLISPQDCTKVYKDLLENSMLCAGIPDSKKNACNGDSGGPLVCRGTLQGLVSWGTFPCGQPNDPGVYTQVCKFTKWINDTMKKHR
Active calls of the source: *.

Molecule	ARFGAP1 inh	rCAG binder	GC-B act	GAA850 FXN act	ADAM10 inh	NPR1 activator	Tn6 DDE FP	ASAP1 GAP inh	proKLK7 act	sPLA2-III inh
CCOC(=O)c1ccc(NC(=O)/C=C/c2cccs2)cc1	1	4	1	6.0	11	-1	-6	10	1.4	-34
C/C(N)=C(/C#N)C(=O)COC(=O)c1cc2c(s1)CCCC2	1	-2	-2	-0.1	-1	24	2	10	-0.2	-16
Cc1ccc(-c2cc(C(=O)NCc3ccc4c(c3)OCO4)[nH]n2)c(O)c1C	-8	13	-6	-0.5	10	0	-5	7	0.4	-20
Cc1ccc(O)c(-c2cc3ccccc3[nH]2)c1	15	16	-6	1.6	-294	4	2	10	-7.1	-16
CCOc1ccc(C(C(=O)NCC2CCCO2)N(Cc2cccnc2)C(=O)c2snc(C(N)=O)c2N)cc1 (stereo not drawn)	0	-2	4	-0.7	-160	2	0	-13	3.4	5
O=C(Nc1cccnc1)/C(N=Nc1c(Cl)cccc1Cl)=C(\O)c1ccccc1	2	-1	-2	1.1	-2	-7	-2	-3	-0.1	9
COc1ccc(CC(=O)OCC(=O)c2ccc(OC)cc2)cc1	-4	-8	1	-0.7	-1	4	3	-11	1.1	2
COc1ccc(OC)c(NC(=O)CSc2nnc(Cn3nnc4ccccc43)n2C)c1	0	-4	0	-2.0	1	3	-8	4	0.7	3
Cc1cccc(N2CCN(CC(=O)Nc3ccc(S(=O)(=O)N4CCOCC4)cc3)CC2)c1C	4	-5	10	-1.1	8	-2	2	2	0.6	-22
CCN(C[C@H]1N[C@@](CC)(C(=O)OC)[C@H]2C(=O)N(C)C(=O)[C@@H]12)C(=O)NC(C)C	6	1	-5	0.4	1	4	2	0	-0.1	0
CC(C)[C@H](NC(=O)OC(C)(C)C)C(=O)NCC1CCC(C(=O)N[C@@H](Cc2ccccc2)C(=O)O)CC1 (stereo partly drawn)	5	5	3	1.5	-3	3	-5	4	0.0	11
CC(C)n1cnnc1SCC(=O)NC(=O)c1ccccc1	-1	1	0	1.1	4	-2	4	-10	-0.1	5
COCc1cc(C)nc(SCC(=O)NCC2CCCO2)c1C#N (stereo not drawn)	-4	2	0	-1.7	-4	-5	10	6	0.4	0
O=C1CS/C(=N\NC(=O)c2ccccc2)N1	21	1	-4	1.9	-1	5	4	0	0.1	9
COc1ccc(CCn2c(-c3ccncc3)n[nH]c2=S)cc1OC	14	-2	4	-0.7	3	1	5	13	-0.1	2

The last six records of the part above come first, to join the parts.
Molecule	ARFGAP1 inh	rCAG binder	GC-B act	GAA850 FXN act	ADAM10 inh	NPR1 activator	Tn6 DDE FP	ASAP1 GAP inh	proKLK7 act	sPLA2-III inh
CCN(C[C@H]1N[C@@](CC)(C(=O)OC)[C@H]2C(=O)N(C)C(=O)[C@@H]12)C(=O)NC(C)C	6	1	-5	0.4	1	4	2	0	-0.1	0
CC(C)[C@H](NC(=O)OC(C)(C)C)C(=O)NCC1CCC(C(=O)N[C@@H](Cc2ccccc2)C(=O)O)CC1 (stereo partly drawn)	5	5	3	1.5	-3	3	-5	4	0.0	11
CC(C)n1cnnc1SCC(=O)NC(=O)c1ccccc1	-1	1	0	1.1	4	-2	4	-10	-0.1	5
COCc1cc(C)nc(SCC(=O)NCC2CCCO2)c1C#N (stereo not drawn)	-4	2	0	-1.7	-4	-5	10	6	0.4	0
O=C1CS/C(=N\NC(=O)c2ccccc2)N1	21	1	-4	1.9	-1	5	4	0	0.1	9
COc1ccc(CCn2c(-c3ccncc3)n[nH]c2=S)cc1OC	14	-2	4	-0.7	3	1	5	13	-0.1	2
CC(C)NC(=O)C1(c2ccccc2)CC1(Cl)Cl (stereo not drawn)	-8	0	-1	-0.7	-2	1	-7	4	0.4	3
CC(Sc1nnc(N)s1)C(=O)Nc1nccs1 (stereo not drawn)	6	1	10	-1.3	0	-2	9	11	0.1	1
O=C(Nc1cccc(Cl)c1Cl)Nn1cnnc1	-3	-3	6	1.4	2	4	3	-14	-0.3	-2
O=C1/C(=C/c2ccc(O)cc2)SC(=S)N1CC1CCCO1 (stereo not drawn)	-5	-5	-5	2.3	4	-2	-1	3	-0.1	-48
CCCNC(=O)CS(=O)Cc1nc(-c2ccc(OC)cc2)oc1C (stereo not drawn)	-12	7	-7	-0.1	3	0	8	4	-0.2	-1
c1ccc2c(c1)CCN(c1ncnc3nc[nH]c13)C2	-7	0	1	2.8	-14	3	-3	-2	0.8	1
Cc1c(NCc2nc3ccccc3[nH]2)c(=O)n(-c2ccccc2)n1C	1	0	0	1.7	-15	3	-8	-2	-0.8	-6
CN(Cc1ccccc1)S(=O)(=O)c1ccc(Cl)c(C(=O)N2CCC2)c1	5	2	1	2.6	2	1	3	3	0.0	-3
O=C(Nc1ccnn1C1CCN(C(=O)c2cccc(C(F)(F)F)c2)CC1)C1CC1	-1	-5	7	1.8	-15	-4	1	9	0.4	6
CN(C)C(CNC(=O)c1cccc(S(=O)(=O)N2CCc3ccccc3C2)c1)c1ccccc1 (stereo not drawn)	1	5	-2	-2.7	-3	-7	1	2	0.8	-1
CC(O)(c1ccccc1)c1nc(-c2csc3ccccc23)cs1 (stereo not drawn)	7	5	0	0.7	21*	2	-2	0	0.3	-12
C=CCC1(NC(C)c2ccccc2)CCCCC1 (stereo not drawn)	14	2	-2	1.8	-2	1	4	-2	0.1	11
COc1ccccc1N1CCN(C(=O)CCc2ccccc2)CC1	-2	-8	0	5.5	-2	-1	0	10	0.1	4
COc1ccc(NC(=O)c2cccc(F)c2)cc1Cl	5	2	-4	2.1	1	4	0	1	0.2	0
N#CC1=C(N)NC(SCc2ccc(Cl)cc2)=C(C#N)C12CCCCC2	15	12	9	3.9	19	-4	-4	7	-0.3	-17
CN(C)c1nc(N(C)C)n(C(=O)c2ccc(F)cc2)n1	20	-2	1	1.9	0	1	1	2	0.0	5
O=C(Cn1cnc2ccccc2c1=O)NCC(=O)N1CCN(Cc2ccc3c(c2)OCO3)CC1	-1	-6	4	0.2	-1	0	-4	2	0.2	3
COCc1cc(=O)n2[nH]c(-c3cccs3)cc2n1	-1	0	3	0.0	-75	-3	-1	12	-2.8	0
Cc1nc(S(=O)(=O)N(C)c2ccccc2)c(C#N)c(C)c1Cl	0	-3	-1	-7.1	-2	-2	-4	-4	0.0	-2
C#CCOCCOCCOCCNc1nc(N2CCN(C(=O)[C@H](CCCN=C(N)N)n3cc(C(N)[C@@H](C)CC)nn3)CC2)nc(N2CCN(C(=O)[C@H](CCC(=O)O)n3cc([C@@H](N)CO)nn3)CC2)n1 (stereo partly drawn)	0	3	-1	0.0	-13	0	2	11	-0.5	8
CN(C(=O)CSc1nnc2ccccn12)C1CCS(=O)(=O)C1 (stereo not drawn)	-3	0	3	-0.5	-18	3	8	14	-0.1	6
Cc1nc2cc(Cl)ccc2n1CCO	-9	1	2	1.4	5	3	0	-4	0.3	6
CC1=C(n2nnc3ccccc32)C(c2ccccc2)C(C#N)=C(N)O1 (stereo not drawn)	8	6	-1	0.3	-6	-1	0	5	0.0	-1
COc1cc(CNC2CCCCCCC2)cc(Cl)c1OC	1	1	-4	-2.8	-6	-10	17*	-7	-0.1	-5
O=C(Nc1ccccc1F)C1COc2ccccc2O1 (stereo not drawn)	-9	-3	1	2.9	2	2	-1	6	-0.1	-4
CCCN(CCC)CCNC(=O)C1CCN(S(=O)(=O)c2cccc3nsnc23)CC1	7	-1	2	3.2	-1	5	4	-5	0.1	6
CN1CCN(C(=S)c2ccc(OCC(=O)Nc3cccc(C(F)(F)F)c3)cc2)CC1	1	-6	5	-0.2	7	2	2	-2	0.0	-11
O=C(C1CCCO1)N1CCN(C(=S)NC2CC2)CC1 (stereo not drawn)	12	0	1	-1.3	-5	3	6	9	0.0	-1
COc1ccc(C(=O)c2cc([N+](=O)[O-])ccc2N2CCN(C)CC2)cc1	10	-5	-3	-5.0	1	-3	-5	11	0.5	4
CCCCC(=O)NC(c1ccc(OC)cc1)c1ccc2cccnc2c1O (stereo not drawn)	-14	20	4	-7.2	13	0	0	-1	0.0	10

Entries of single compounds as entered above.
C/C(N)=C(/C#N)C(=O)COC(=O)c1cc2c(s1)CCCC2 is entered as ARFGAP1 inh = 1; rCAG binder = -2; GC-B act = -2; GAA850 FXN act = -0.1; ADAM10 inh = -1; NPR1 activator = 24; Tn6 DDE FP = 2; ASAP1 GAP inh = 10; proKLK7 act = -0.2; sPLA2-III inh = -16
COc1ccc(CCn2c(-c3ccncc3)n[nH]c2=S)cc1OC is entered as ARFGAP1 inh = 14; rCAG binder = -2; GC-B act = 4; GAA850 FXN act = -0.7; ADAM10 inh = 3; NPR1 activator = 1; Tn6 DDE FP = 5; ASAP1 GAP inh = 13; proKLK7 act = -0.1; sPLA2-III inh = 2

Sorted by number of heavy atoms (descending): part of the list above.
Molecule	ARFGAP1 inh	rCAG binder	GC-B act	GAA850 FXN act	ADAM10 inh	NPR1 activator	Tn6 DDE FP	ASAP1 GAP inh	proKLK7 act	sPLA2-III inh
COc1ccc(OC)c(NC(=O)CSc2nnc(Cn3nnc4ccccc43)n2C)c1	0	-4	0	-2.0	1	3	-8	4	0.7	3
CCCNC(=O)CS(=O)Cc1nc(-c2ccc(OC)cc2)oc1C (stereo not drawn)	-12	7	-7	-0.1	3	0	8	4	-0.2	-1
COc1cc(CNC2CCCCCCC2)cc(Cl)c1OC	1	1	-4	-2.8	-6	-10	17*	-7	-0.1	-5

Screening results: PubChem, several laboratories
